# LMPTP inh: blocks human LMPTP phosphatase; recombinant LMPTP-A, OMFP fluorogenic substrate, fluorescence intensity; inhibition, % at 20 µM; P24666; 360,000 compounds, 0.22% hits; AID 651560;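 active means compounds that cut the enzyme signal by at least half of the control window in the single-dose screen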;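 further: plate controls were DMSO wells with enzyme plus substrate for no effect and substrate without enzyme for full effect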
#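 Test system: LMPTP-A, protein tyrosine phosphatase of low molecular weight; Input: 0.625 nM enzyme; Incubation: 50 min dark incubation at room temperature; Signal: endpoint fluorescence intensity from OMFP dephosphorylation; Read-out basis: % inhibition versus control wells.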
# Scp-1 inhibitor: inhibitors of human Scp-1 phosphatase. Q9GZU7. Recombinant Scp1, phosphopeptide, malachite green phosphate absorbance. inhibition, % at 20 µM. 340,000 compounds, 0.88% hits. AID 493091;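 active means inhibition above about 50% at 20 µM, limit read from the data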;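 further: plate controls were DMSO wells with enzyme for no effect and wells lacking enzyme for full effect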
# Target sequence (Q9GZU7 76-261 limits assumed): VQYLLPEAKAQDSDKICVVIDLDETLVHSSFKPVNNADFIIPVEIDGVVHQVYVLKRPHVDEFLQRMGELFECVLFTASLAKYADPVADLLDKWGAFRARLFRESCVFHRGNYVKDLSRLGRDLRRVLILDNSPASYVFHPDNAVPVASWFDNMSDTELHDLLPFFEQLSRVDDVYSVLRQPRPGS
#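 Incubation: 45 min enzyme reaction at room temperature / System: truncated SCP-1 phosphatase (76-261aa) / Reagent: Phospho 17-mer peptide substrate / Buffer or medium: Acidic Tris acetate buffer with magnesium and detergent / Signal: absorbance at 630 nm / Doses: one concentration, 20 µM, with 1.0% DMSO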
# NadD inh: blocks S. aureus nicotinate mononucleotide adenylyltransferase. purified NadD enzyme, colorimetric absorbance read-out. inhibition, % at 20 µM. 360,000 compounds, 0.78% hits. AID 602399; in the data active means inhibition above about 26%; further: some compounds past the cut are filed as inactive
# STEP block: blocks human striatal-enriched tyrosine phosphatase; P54829; recombinant STEP, OMFP fluorogenic substrate, fluorescence; inhibition, % at 20 µM; 360,000 compounds, 0.25% hits;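 active means inhibition at 20 µM, scaled per plate between control wells, above about 37%, limit read from the data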;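 further: 0% = DMSO with enzyme and substrate and 100% = substrate only without enzyme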
#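 Measure: Control-normalized % inhibition with plate pattern correction | Test system: STEP phosphatase, cell-free reaction | Medium: pH 6.0 Bis-Tris with DTT and Tween 20 | Technique: Fluorescence, 480/540 nm | Times: Reaction 20 min, ambient temperature | Doses: Single compound dose of 20 µM, 1% DMSO final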
# Neddylation inh: blocks human cullin neddylation; calls only at 25 µM; TR-FRET cullin neddylation, biochemical; AID 651699; 360,000 compounds, 0.58% hits; in the data active means inhibition above about 36%
# CSN deneddyl inh: inhibitors of human CSN-mediated cullin deneddylation; 360,000 compounds, 0.38% hits; Purified CSN, SCF-Nedd8-OG deneddylation, fluorescence polarization; Q92905; AID 651999; inhibition, % at 12.5 µM;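 active means pattern-corrected inhibition above about 35%, with an unprinted fluorescence ratio check between 0.5 and 1.5, limit read from the data, passing the limit was not always enough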;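 further: 0% = enzyme with substrate and 100% = substrate without enzyme; some results filed as inactive read as strong as hits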
# Target sequence (Q92905 whole entry, looked up, one chain of several): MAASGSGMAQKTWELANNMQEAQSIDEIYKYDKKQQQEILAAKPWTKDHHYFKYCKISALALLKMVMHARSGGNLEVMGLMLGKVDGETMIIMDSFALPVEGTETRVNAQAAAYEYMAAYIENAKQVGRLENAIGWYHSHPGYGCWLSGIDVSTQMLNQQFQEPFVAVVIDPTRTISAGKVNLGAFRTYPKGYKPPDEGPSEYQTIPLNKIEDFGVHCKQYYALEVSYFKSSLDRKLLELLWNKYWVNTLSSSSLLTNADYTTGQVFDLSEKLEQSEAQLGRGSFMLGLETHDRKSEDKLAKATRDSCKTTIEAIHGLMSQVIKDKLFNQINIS
#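 Assay system: purified human Csn5 enzyme expressed in HEK293T cells; Input: 0.24 nM Csn5 enzyme, final concentration; Reagent: 10 nM SCFSkp2-Nedd8OG; Compound dosing: 12.5 µM single point; Times: reaction 90 min, room temperature; Technique: fluorescence polarization readout.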
# DNMT1 block: blocks human DNA methyltransferase DNMT1; inhibition (reported as % activation of signal), % at 10 µM; DNMT1 molecular beacon, Hinp1I cleavage, fluorescence; AID 588458; 360,000 compounds, 0.83% hits; in the data active means inhibition above about 50%
# Rin1 Abl inh: human Rin1-Abl interaction inhibition; inhibition, % at 7.35 µM; 360,000 compounds, 0.4% hits; AID 588664; P00519+Q13671; TR-FRET Rin1/Abl binding, biochemical; in the data active means inhibition above about 5%, passing the limit was not always enough
# Rpn11 inh: inhibitors of human proteasome Rpn11. O00487. human 26S proteasome, Ub4-pepOG fluorescence polarization; 20S core pre-blocked with epoxomicin. calls only at 20 µM. 360,000 compounds, 0.59% hits;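 active means inhibition at 20 µM, scaled to each plate's controls, above about 33%, limit read from the data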
# Target sequence (O00487 whole entry, looked up): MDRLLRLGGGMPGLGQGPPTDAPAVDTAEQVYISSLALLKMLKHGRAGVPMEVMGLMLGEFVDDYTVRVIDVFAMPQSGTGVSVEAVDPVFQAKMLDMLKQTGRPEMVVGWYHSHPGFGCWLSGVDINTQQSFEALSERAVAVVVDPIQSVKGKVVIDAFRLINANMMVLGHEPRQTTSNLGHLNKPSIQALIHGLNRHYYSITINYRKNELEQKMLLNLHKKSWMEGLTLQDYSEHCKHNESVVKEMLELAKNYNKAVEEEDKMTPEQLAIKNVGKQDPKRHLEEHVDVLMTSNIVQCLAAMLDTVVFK
# SUMO1-SIM PPI: SUMO1-SIM interaction modulation. P63165. SUMO1 binding to a labelled peptide, TR-FRET, 1 h. inhibition, % at 20 µM. 360,000 compounds, 0.33% hits. AID 602429; in the data active means inhibition above about 37%
# Target sequence (P63165 whole entry, looked up): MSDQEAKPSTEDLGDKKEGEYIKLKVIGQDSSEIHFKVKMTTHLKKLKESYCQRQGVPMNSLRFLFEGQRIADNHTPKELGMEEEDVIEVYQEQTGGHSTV
# * marks the source's active call; other numbers are inactive results; i = inactive; nt = no result given; + = active, no number.
# Value order – LMPTP inh	Scp-1 inhibitor	NadD inh	STEP block	Neddylation inh	CSN deneddyl inh	DNMT1 block	Rin1 Abl inh	Rpn11 inh	SUMO1-SIM PPI
N#Cc1c2n(c3c(-c4ccccc4)ncnc13)CCC2
  -1.6	0	-5	-3	i	4	5	1	i	5
CS(=O)(=O)Nc1ccc(-c2cccc3nccn23)cc1
  1.2	nt	-2	-1	nt	7	3	-3	i	-5
CCOC(=O)[C@]12CCCC=C1N(CCc1ccc(OC)c(OC)c1)C(=O)[C@H](CC(=O)N1CCN(C(=O)C3CC3)CC1)C2
  -1.7	nt	nt	nt	i	2	nt	nt	nt	-1
O=C(NCCCc1ccccc1)C1CC1
  -1.5	4	2	0	i	4	-1	-1	i	1
CC(C)(C)C1CCc2onc(C(=O)Nc3cccc(O)c3)c2C1 (configuration not stated)
  0.5	nt	-2	1	i	-6	-2	-5	i	0
COc1ccc(CNC(=O)CSc2cc(=O)n(C)c3ccccc23)cc1
  -0.5	-15	-7	-1	i	2	0	-69	i	3
CSc1nnc(-c2ccc(NC(=O)CCc3ccccc3)cc2)n1C
  -2.5	102*	14	-4	i	-4	8	4	i	1
O=C(CSc1ccccc1)NCc1cccnc1
  -1.6	-2	-4	-3	i	2	-2	3	i	-3
COc1ccc(C2C(C(=O)N3CCN(c4ccccc4)CC3)c3ccccc3C(=O)N2C)cc1 (configuration not stated)
  -0.2	-2	0	1	i	5	-4	-4	i	-3
O=S(=O)(c1cccc(-c2nc3ccccc3s2)c1)N1CCOCC1
  0.1	-14	-11	0	i	-4	2	4	i	-1

# 3 compounds from above, ordered by formula weight, lowest first.
# Value order – LMPTP inh	Scp-1 inhibitor	NadD inh	STEP block	Neddylation inh	CSN deneddyl inh	DNMT1 block	Rin1 Abl inh	Rpn11 inh	SUMO1-SIM PPI
CS(=O)(=O)Nc1ccc(-c2cccc3nccn23)cc1
  1.2	nt	-2	-1	nt	7	3	-3	i	-5
CC(C)(C)C1CCc2onc(C(=O)Nc3cccc(O)c3)c2C1 (configuration not stated)
  0.5	nt	-2	1	i	-6	-2	-5	i	0
O=S(=O)(c1cccc(-c2nc3ccccc3s2)c1)N1CCOCC1
  0.1	-14	-11	0	i	-4	2	4	i	-1

# More entries:
# Value order – LMPTP inh	Scp-1 inhibitor	NadD inh	STEP block	Neddylation inh	CSN deneddyl inh	DNMT1 block	Rin1 Abl inh	Rpn11 inh	SUMO1-SIM PPI
CCOc1ccc(N2CC(C(=O)Nc3ncccc3C)CC2=O)cc1 (configuration not stated)
  -1.9	-7	1	2	i	2	-1	3	i	-1
COCc1cc(C)n(CC(=O)Nc2ccc3c(c2)OCO3)c(=O)c1C#N
  -0.4	-3	4	-1	i	1	2	-2	i	-2
O=C(NC(=S)NCCc1ccccc1)c1ccccc1
  1.0	-6	-7	0	i	4	-2	-3	i	5
COc1ccc([C@H]2CC(=O)C=C(c3ccc(Cl)c(Cl)c3)C2)cc1
  3.5	-11	-4	4	i	-2	-4	4	i	-11
Cc1cccc(S(=O)(=O)CC(=O)Nc2nc(-c3ccccc3)cs2)c1
  1.8	-17	7	2	i	-2	-6	-2	i	2
Cc1ccc2[nH]c(=O)c(CN(Cc3cccnc3)Cc3nnnn3CC3CCCO3)cc2c1 (configuration not stated)
  -1.2	-2	-1	-4	i	-5	0	-1	i	6
COc1ccc(-c2ccc(-c3nnc(-c4cc(OC)ccc4OC)o3)cc2)cc1
  0.1	-13	-1	-4	nt	-4	2	-2	i	3
O=C(Nc1ncccc1O)c1ccc(S(=O)(=O)Nc2ccccc2)cc1
  0.2	-3	1	0	i	-2	2	2	i	-4
CCc1ccc(NC(=O)Cc2c(C(=O)O)n(C)c3ccccc23)cc1
  0.9	-11	4	-1	i	0	-1	-4	i	5
CC(C)N(C(=O)CSc1nnc(NC(=O)C2CCC2)s1)C(C)C
  -1.4	-1	-4	-4	i	1	0	1	i	-2
CCCCCCCCCCNC(=O)CCn1[nH]c(=O)c2ccccc2c1=O
  -0.5	-11	-6	-2	i	0	2	5	i	4
COc1ccc(NC(=O)CN(C)C(=O)c2cc(-c3ccc(OC)cc3)nc3ccccc23)cc1
  3.0	3	3	-1	nt	-3	-4	-1	i	-9
CCN(CC)CCCNc1nc2ccccc2c2nc(-c3ccncc3)nn12
  0.2	4	-4	0	i	-2	40	3	i	9
N/C(=N\OC(=O)CCCOc1ccccc1)c1cccc(Br)c1
  1.0	-12	-5	1	i	4	2	0	i	-2
CC(=NNC(=S)N1CCC1)c1ccccn1
  2.5	-5	5	1	i	-4	-6	-3	i	-3
CC1(C)C(=O)CC[C@]2(C)C3C(=O)C=C4[C@H]5C[C@@](C)(C(=O)O)CC[C@]5(C)CC[C@]4(C)[C@]3(C)CC[C@@H]12 (some centres not stated)
  -1.0	30	6	1	i	6	-1	3	i	11
Cc1c(NC(=O)COC(=O)c2cc3c4ccccc4n(C)c3s2)c(=O)n(-c2ccccc2)n1C
  1.5	1	14	-1	i	-1	-2	-3	i	1
CC(C)Cc1nnc(NC(=O)C2=COCCO2)s1
  0.4	-3	10	-2	i	-2	3	0	i	-2
C[C@@H]1C(=O)O[C@@H]2[C@H](O)C34[C@H]5C[C@@H](C(C)(C)C)C36[C@H](OC(=O)[C@@H]6O)OC4(C(=O)O5)[C@@]12O (some centres not stated)
  -1.6	27	3	2	i	-2	5	3	i	-2
CCN(CC(=O)NCc1cccs1)CC(=O)Nc1ccccc1C
  -1.3	-10	3	-1	i	1	4	4	i	0
CC(C)(C)OC(=O)N1CCC(c2c(C(=O)NCC3CCN(C4CCCC4)C3)cnn2-c2ccc(F)cc2)CC1 (configuration not stated)
  -1.7	-3	-3	6	i	-6	-2	2	i	-4
Cc1cc(-n2c(C)cc(C(=O)CN3C(=O)NC4(CCCC4)C3=O)c2C)no1
  0.6	-1	5	-2	i	16	3	4	i	-1
O=C(O)C1CCCCC1C(=O)NC1C2CC3CC(C2)CC1C3 (configuration not stated)
  -2.3	-10	2	0	i	2	1	0	i	-3
C[C@@H]1COC(=O)[C@H](Cc2ccc(F)cc2)CC/C=C\C[C@@H](CC(=O)NCCO)C(=O)N1
  4.5	0	1	-3	i	1	0	3	i	7
Cc1cccc(CS(=O)(=O)Cc2ccc(C(=O)NCCCN3CCCC3)o2)c1
  0.2	-3	-3	-2	i	4	-1	-4	i	-4
O=C(/C(=C(\[O-])c1ccccc1)[n+]1ccc2ccccc2c1)c1ccc(Cl)cc1
  -0.2	-1	7	-2	i	7	-20	-1	i	-5
O=C(Nc1ccccc1-c1nc2ccccc2s1)C1=COCCO1
  51*	26	-6	58*	i	3	13	-2	+	-2
CC(C)c1ccccc1NC(=O)COC(=O)c1c2c(nc3ccccc13)CCN(Cc1ccccc1)C2
  4.4	-2	17	0	i	0	-14	-3	i	-4
CC(C)(C)c1ccc(/C=C/C(=O)NC2CCS(=O)(=O)C2)cc1 (configuration not stated)
  -0.2	-1	0	0	i	0	1	-1	i	-5
O=C(NCCCn1ccnc1)c1cc(S(=O)(=O)N2CCOCC2)c(Cl)cc1Cl
  -1.6	0	-2	-3	i	-1	3	2	i	-3
N#Cc1ccccc1NC(=O)c1ccc2c(Cl)c3c(nc2c1)CCCC3
  1.4	1	3	-3	i	3	-5	3	i	-7
CCCCc1nc2ccccc2c(=O)n1NC(=O)c1c(O)c2cccc3c2n(c1=O)CC3
  1.0	-6	24	4	i	1	1	-4	i	30
CCC(=O)N1CCc2cc(Br)cc(S(=O)(=O)NCC3CCCN3CC)c21 (configuration not stated)
  1.4	-2	-7	0	i	5	-1	-3	i	2
O=C(N/N=C/c1ccccc1)c1n[nH]c2c1CCCC2
  0.7	7	-1	0	i	-8	-1	3	i	-4
CC(=NNC(=O)CSc1nc2ccccc2o1)c1ccco1
  0.1	-3	-3	-3	i	6	1	1	i	1
COc1ccc(CCNc2nc(C)nc3c2nnn3Cc2ccccc2)cc1
  -0.1	-5	-1	-4	i	-1	15	-2	i	3
CCOC(=O)c1c(S(=O)(=O)N2CCN(C)CC2)c(C)n(C)c1C
  -0.7	-6	4	3	i	2	2	0	i	6
CN(c1ccc(OCC(=O)NCc2cccnc2)cc1)S(=O)(=O)c1ccc(Cl)cc1
  -0.4	-1	-1	-2	i	6	5	6	i	1
COc1cc(CN(CC2CCCO2)C(=O)c2cccs2)cc(OC)c1OC (configuration not stated)
  0.7	-5	1	0	i	3	4	5	i	3
CCC(=O)Nc1ccc(S(=O)(=O)N2CCOCC2)cc1
  -0.5	-2	2	-2	i	0	8	0	i	-2
Nc1cccc(Cl)c1N1CCOCC1
  -0.2	-3	5	-3	i	-1	-2	0	i	-2
CCOC(=O)NC1CCc2cc(OC)c(OC)c(OC)c2-c2ccc(SC)c(=O)cc21 (configuration not stated)
  0.7	-3	-1	1	i	-2	4	2	i	-31
COc1cc(/C=N/NC(=O)c2c(-c3ccccc3)noc2C)ccc1O
  -1.0	-5	-5	2	i	-1	0	0	i	-7
COCCNc1nc(-c2cc(F)ccc2C)c2sc(-c3ccccc3)cc2n1
  2.5	nt	12	-1	i	-3	9	0	i	-4
O=C(CSc1cccc[n+]1[O-])N1CCCCCC1
  -0.8	-3	5	4	i	6	0	-2	i	-3
Cc1ccc(Nc2nc(Cl)c(C=O)s2)cc1
  0.5	-13	-6	-3	i	5	-3	-7	+	-29
Cc1ccc(S(=O)(=O)N2CCN(C(=O)Cn3nc(C)c([N+](=O)[O-])c3C)CC2)cc1
  -0.8	-2	-2	-2	i	2	-3	0	i	5
O=C(NCc1cn2ccccc2n1)c1ccc2c(c1)OCO2
  -1.5	-4	5	1	i	2	1	-1	i	2
COc1cc(NC(=O)C2CCC(=O)N2S(=O)(=O)c2ccc(C)cc2)cc(OC)c1 (configuration not stated)
  0.5	-15	-4	1	i	-1	0	-2	i	4
Cc1ccc(SCc2cc(=O)[nH]c(Nc3nc(C)c4ccccc4n3)n2)cc1
  4.1	25	13	0	i	7	7	-2	i	5

# Other results follow.
# Value order – LMPTP inh	Scp-1 inhibitor	NadD inh	STEP block	Neddylation inh	CSN deneddyl inh	DNMT1 block	Rin1 Abl inh	Rpn11 inh	SUMO1-SIM PPI
Cc1ccc(NC(=O)COC(=O)CN2C(=O)c3ccccc3C2=O)cc1S(=O)(=O)N(C)C
  -1.0	-4	-1	-1	i	-3	4	-3	i	-11
C[C@H]1CCC(=O)N([C@H](CC#N)Cc2ccccc2)CC1
  -1.3	-6	-5	-3	i	2	0	3	i	6
Cc1ccc(N(CC(=O)NCc2ccccc2Cl)S(=O)(=O)c2c(C)noc2C)cc1
  0.6	-8	-1	-2	i	-1	-1	2	i	3
Cc1ccc(-c2cc(-c3ccccc3)nc(N(C)N)n2)cc1
  0.9	6	2	2	i	-2	2	0	i	7
Cc1nc2c(C)cccc2c2c1CCS2
  0.2	-7	-4	-1	i	-1	2	-1	i	-6
